Screens (PubChem BioAssay)
pCIP destab: compounds decreasing mouse p/CIP protein stability; actives 0.01% (n = 290,000); F442A p/CIP-EGFP cells, EGFP fluorescence, 16 h; Q05BA5; decrease of EGFP signal, % at 10 µM;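 active means EGFP signal decrease of at least 30% at 10 µM or well 3 SD below plate mean, unless failing retest; inactive means the rest, including hits failing retest or dose response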; further: some compounds called inactive have numbers as strong as hits; many of its hits are not listed in these tables
NALP1 yeast inh: inhibitors of NALP1 inflammasome in yeast | actives 0.61% (n = 280,000) | AID 2071 | S. cerevisiae NALP1/ASC/caspase-1 growth, X-gal OD620, 72 h | inhibition, % at 10 µM; in the data active means inhibition mostly above about 24%, no sharp cut-off; inactive means mostly below about 32%; further: some compounds called inactive have numbers as strong as hits
IDE act: boosts human insulin-degrading enzyme activity in HEK cells | FAbeta-B cleavage, fluorescence polarization; 0% vehicle, 100% cell-free pure enzyme wells | activation, % at 5.96 µM | actives 0.073% (n = 340,000) | AID 493087;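 active means activation above the mean of all tested compounds plus 3 SD, set per screening campaign, cut at about 17% in these data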
PHOSPHO1 block: PHOSPHO1 (human) inhibition | actives 1.1% (n = 290,000) | inhibition, % at 13.3 µM | Q8TCT1 | recombinant PHOSPHO1, absorbance phosphatase assay; in the data active means inhibition above about 60%
Target sequence (Q8TCT1 whole entry, looked up): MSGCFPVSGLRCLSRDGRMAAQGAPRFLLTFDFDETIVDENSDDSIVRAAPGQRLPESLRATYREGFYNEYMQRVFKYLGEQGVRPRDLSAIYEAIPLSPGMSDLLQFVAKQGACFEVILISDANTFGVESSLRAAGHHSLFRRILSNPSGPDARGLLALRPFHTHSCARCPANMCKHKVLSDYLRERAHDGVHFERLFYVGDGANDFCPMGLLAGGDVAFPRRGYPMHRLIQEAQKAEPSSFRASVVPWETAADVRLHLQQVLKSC
PfM18AAP inh: blocks P. falciparum M18 aspartyl aminopeptidase. recombinant PfM18AAP, H-Glu-NHMec fluorogenic cleavage. inhibition, % at 7.35 µM. actives 1.2% (n = 290,000). AID 1822;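 active means inhibition above the campaign mean inhibition over all tested compounds plus 3 SD, cut at about 28% in these data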;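 further: 0% = plate median of test compound wells and 100% = 2 mM ZnCl2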
IMP-1 inhibitor: blocks Pseudomonas aeruginosa IMP-1 metallo-beta-lactamase. purified IMP-1, nitrocefin hydrolysis, epi-absorbance fluorescence. actives 0.45% (n = 290,000). inhibition, % at 5.6 µM. AID 1556;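 active means inhibition above the mean plus 3 SD of all compounds in the same screening run, cut at about 4.5% in these data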;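 further: 0% = IMP-1 with DMSO and 100% = DMSO wells lacking enzyme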
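System: Purified recombinant IMP-1 metallo-beta-lactamase enzyme | Measured by: Fluorescence quenching readout, ex 480/em 530 nm | Replication: Singlicate | Incubation: 15 min preincubation plus 25 min reaction at 25 °C | Evaluation: Percent inhibition from optical density relative to buffer-blank wells | Benchmarks: DMSO with and without IMP-1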
IDE inh: inhibits human insulin-degrading enzyme in HEK cells | P14735 | FAbetaB cleavage, fluorescence polarization | inhibition, % at 5.59 µM | actives 0.41% (n = 320,000);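 active means percent inhibition above the average of all tested compounds plus 3 SD, set per screening campaign, cut at about 16% in these data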;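 further: IDE supplied by intact live HEK cells; FP after avidin binding of uncleaved biotin substrate so inhibition keeps polarization high; 0% = DMSO wells and 100% = 60 µM reference IDE inhibitor Ii1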
VIM-2 inh: blocks Pseudomonas aeruginosa VIM-2 metallo-beta-lactamase. purified VIM-2, nitrocefin hydrolysis, epi-absorbance fluorescence. actives 0.89% (n = 290,000). inhibition, % at 5.6 µM;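 active means inhibition above the mean of all tested compounds plus 3 SD, cutoff set per screening run, cut at about 7.5% in these data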;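 further: red hydrolysis product quenches plate fluorescence so inhibitors raise well fluorescence; 0% = enzyme with DMSO and 100% = DMSO without enzyme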
GPR7 antagonist: human neuropeptides B/W receptor 1 antagonism; P48145; GPR7-expressing cells, fluorescence antagonist assay; inhibition, % at 4.4 µM; actives 1.1% (n = 290,000); in the data active means inhibition above about 16%, passing the limit was not always enough;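 further: cells stimulated with the agonist NPW; 0% = agonist with vehicle and 100% = vehicle without agonist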
Target sequence (P48145 whole entry, looked up): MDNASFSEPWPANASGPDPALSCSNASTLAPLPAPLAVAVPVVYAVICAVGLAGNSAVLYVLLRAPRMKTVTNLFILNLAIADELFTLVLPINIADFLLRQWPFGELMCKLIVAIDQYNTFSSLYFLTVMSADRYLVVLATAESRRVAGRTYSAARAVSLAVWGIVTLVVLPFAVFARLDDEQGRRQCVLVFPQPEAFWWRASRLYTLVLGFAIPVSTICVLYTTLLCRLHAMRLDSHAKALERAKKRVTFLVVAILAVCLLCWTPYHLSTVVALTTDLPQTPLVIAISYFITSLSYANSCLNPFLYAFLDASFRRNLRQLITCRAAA
* marks the source's active call; other numbers are inactive results.

`Cc1c(CCO)c(=O)n(-c2ccccc2)n1S(=O)(=O)c1ccc([N+](=O)[O-])cc1` gave pCIP destab -22, NALP1 yeast inh 0, IDE act -5, PHOSPHO1 block 5, PfM18AAP inh -11, IMP-1 inhibitor -2.3, IDE inh -3, VIM-2 inh -1.6 and GPR7 antagonist -9.
Screening CC(=O)N1c2ccc(S(=O)(=O)N3CCC(C(=O)NCc4ccc(F)cc4)CC3)cc2CC1C (stereo not drawn) returned pCIP destab -11, NALP1 yeast inh 4, IDE act 2, PHOSPHO1 block 18, PfM18AAP inh 2, IMP-1 inhibitor -3.6, IDE inh -1, VIM-2 inh -6.8 and GPR7 antagonist -4.
For Cc1ccc(NC2CCCN(C(=O)CCCN3CCCCC3=O)C2)cc1C (stereo not drawn) the results were pCIP destab -5, NALP1 yeast inh 20, IDE act 0, PHOSPHO1 block 33, PfM18AAP inh 16, IMP-1 inhibitor -3.4, IDE inh 1, VIM-2 inh -1.8 and GPR7 antagonist -11.
Screening CCc1nn(-c2cc(Oc3ccccc3)nc(-c3ccccc3)n2)c(N)c1C#N returned pCIP destab 1, NALP1 yeast inh 8, IDE act 1, PHOSPHO1 block 9, PfM18AAP inh -6, IMP-1 inhibitor -2.0, IDE inh 1, VIM-2 inh -0.9 and GPR7 antagonist -9.
`COc1ccccc1N1CCN(c2nc3ccccc3nc2C(C#N)C(=O)OC(C)C)CC1` (stereo not drawn) gave pCIP destab -8, NALP1 yeast inh 31, IDE act 6, PHOSPHO1 block 13, PfM18AAP inh 0, IMP-1 inhibitor -0.2, IDE inh -1, VIM-2 inh -0.6 and GPR7 antagonist -9.
O=C(NCC(=O)N(c1ccccc1)C(C(=O)NCC1CCCO1)c1ccccc1)c1cccs1 (stereo not drawn) was read as pCIP destab -8, NALP1 yeast inh 10, IDE act 3, PHOSPHO1 block 37, PfM18AAP inh 4, IMP-1 inhibitor -0.9, IDE inh -2, VIM-2 inh -2.3 and GPR7 antagonist -1.
`CC(=O)NC(C)C12CC3CC(CC(C(=O)O)(C3)C1)C2` (stereo not drawn) gave pCIP destab 4, NALP1 yeast inh -8, IDE act 3, PHOSPHO1 block 2, PfM18AAP inh -1, IMP-1 inhibitor -8.1, IDE inh -1, VIM-2 inh -1.4 and GPR7 antagonist -15.
Screening CC(=O)c1nnn(-c2ccc(F)cc2F)c1C returned pCIP destab -3, NALP1 yeast inh 17, IDE act 11, PHOSPHO1 block 7, PfM18AAP inh -6, IMP-1 inhibitor -2.7, IDE inh 0, VIM-2 inh -2.4 and GPR7 antagonist -11.
`CCc1ccc(Cn2nnc(C(=O)Nc3ccc(OC)cc3OC)c2N)cc1` gave pCIP destab 1, NALP1 yeast inh 45*, IDE act 4, PHOSPHO1 block -5, PfM18AAP inh 0, IMP-1 inhibitor -0.4, IDE inh 3, VIM-2 inh -1.3 and GPR7 antagonist 25*.
For Cc1c(NC(=O)CSc2nnc(-c3ccco3)n2-c2ccccc2)c(=O)n(-c2ccccc2)n1C the results were pCIP destab 3, NALP1 yeast inh 4, IDE act -1, PHOSPHO1 block -2, PfM18AAP inh 12, IMP-1 inhibitor -2.2, IDE inh 4, VIM-2 inh -1.3 and GPR7 antagonist -7.
Screening COc1cc(C(=O)OCCc2c(C)nc3nc[nH]n3c2=O)cc(OC)c1OC returned pCIP destab 0, NALP1 yeast inh 14, IDE act -3, PHOSPHO1 block -20, PfM18AAP inh -2, IMP-1 inhibitor -2.1, IDE inh 7, VIM-2 inh -0.4 and GPR7 antagonist -12.
Screening CCN1CCCC1CN(Cc1cc2ccc(C)cc2[nH]c1=O)C(=S)Nc1ccc(OC)cc1OC (stereo not drawn) returned pCIP destab -9, NALP1 yeast inh 24, IDE act 2, PHOSPHO1 block -11, PfM18AAP inh 6, IMP-1 inhibitor -4.0, IDE inh -1, VIM-2 inh -1.6 and GPR7 antagonist 2.
Screening Clc1ccc(Cn2cc(/C=N/n3cnnc3)c3ccccc32)c(Cl)c1 returned pCIP destab -5, NALP1 yeast inh 44, IDE act 5, PHOSPHO1 block 12, PfM18AAP inh 2, IMP-1 inhibitor -4.0, IDE inh 1, VIM-2 inh -2.1 and GPR7 antagonist -15.
CCc1[nH]nc2c1C(Cc1ccccc1)C(C#N)=C(N)O2 (stereo not drawn) was read as pCIP destab -9, NALP1 yeast inh -10, IDE act 1, PHOSPHO1 block 9, PfM18AAP inh 2, IMP-1 inhibitor -4.0, IDE inh -3, VIM-2 inh -0.8 and GPR7 antagonist 10.
For Cc1nn(CC(=O)N2CCOCC2)c(C)c1[N+](=O)[O-] the results were pCIP destab -14, NALP1 yeast inh -3, IDE act 2, PHOSPHO1 block 34, PfM18AAP inh 1, IMP-1 inhibitor -3.4, IDE inh 4, VIM-2 inh -1.4 and GPR7 antagonist -16.
CC(=O)c1ccc(Sc2ccc(C(C)=O)cc2)cc1 was read as pCIP destab -6, NALP1 yeast inh 23, IDE act 1, PHOSPHO1 block 11, PfM18AAP inh -8, IMP-1 inhibitor -2.0, IDE inh -1, VIM-2 inh 0.7 and GPR7 antagonist 17.
For O=c1c2sccc2nc(SCc2cc(=O)n3cc(Cl)ccc3n2)n1Cc1ccccn1 the results were pCIP destab -3, NALP1 yeast inh 13, IDE act -1, PHOSPHO1 block 30, PfM18AAP inh 0, IMP-1 inhibitor 0.6, IDE inh 3, VIM-2 inh 1.6 and GPR7 antagonist -11.
For Cc1cc2nc(CCN(Cc3cccnc3)C(=S)Nc3ccc(F)cc3)[nH]c2cc1C the results were pCIP destab -18, NALP1 yeast inh 4, IDE act -4, PHOSPHO1 block -4, PfM18AAP inh -4, IMP-1 inhibitor -4.4, IDE inh 1, VIM-2 inh 0.1 and GPR7 antagonist -6.
For Cc1nnc(SCC2=C(C(=O)O)N3C(=O)C(NC(=O)Cn4nc(C(F)F)c(Cl)c4C)C3SC2)s1 (stereo not drawn) the results were pCIP destab 16, NALP1 yeast inh -4, IDE act -5, PHOSPHO1 block 14, PfM18AAP inh 16, IMP-1 inhibitor 1.1, IDE inh 4, VIM-2 inh 3.4 and GPR7 antagonist 13.
Screening CC[n+]1c(C=C2C=C(C)OC(C)=C2)sc2ccccc21 returned pCIP destab -162, NALP1 yeast inh 17, IDE act -4, PHOSPHO1 block 0, PfM18AAP inh 3, IMP-1 inhibitor -2.3, VIM-2 inh 0.1 and GPR7 antagonist -1.

The last 2 entries of the section above are carried over, then new ones follow.
For Cc1nnc(SCC2=C(C(=O)O)N3C(=O)C(NC(=O)Cn4nc(C(F)F)c(Cl)c4C)C3SC2)s1 (stereo not drawn) the results were pCIP destab 16, NALP1 yeast inh -4, IDE act -5, PHOSPHO1 block 14, PfM18AAP inh 16, IMP-1 inhibitor 1.1, IDE inh 4, VIM-2 inh 3.4 and GPR7 antagonist 13.
Screening CC[n+]1c(C=C2C=C(C)OC(C)=C2)sc2ccccc21 returned pCIP destab -162, NALP1 yeast inh 17, IDE act -4, PHOSPHO1 block 0, PfM18AAP inh 3, IMP-1 inhibitor -2.3, VIM-2 inh 0.1 and GPR7 antagonist -1.
Cc1ccc(S(=O)(=O)Nc2ccc(S(=O)(=O)N3CCOCC3)cc2)cc1[N+](=O)[O-] was read as pCIP destab 8, NALP1 yeast inh 0, IDE act 3, PHOSPHO1 block 39, PfM18AAP inh 2, IMP-1 inhibitor -1.7, IDE inh -19, VIM-2 inh -3.4 and GPR7 antagonist -8.
CC(C)(C)OC(=O)N1CCC[C@H]1c1nnc(SCC(=O)Nc2cccc(Cl)c2)o1 was read as pCIP destab -8, NALP1 yeast inh -1, IDE act 5, PHOSPHO1 block 6, PfM18AAP inh 1, IMP-1 inhibitor -1.9, IDE inh 6, VIM-2 inh -2.3 and GPR7 antagonist -14.
For O=C(OCc1nnc(-c2ccccc2)o1)c1ccc2c(c1)C(=O)N(CCc1ccccc1)C2=O the results were pCIP destab 1, NALP1 yeast inh 0, IDE act 4, PHOSPHO1 block -27, PfM18AAP inh 2, IMP-1 inhibitor -3.5, IDE inh 8, VIM-2 inh -1.3 and GPR7 antagonist 3.
For CCOC(=O)c1sc(C)nc1C1CCN(C(=O)OCC)CC1 the results were pCIP destab -6, NALP1 yeast inh 4, IDE act 5, PHOSPHO1 block -2, PfM18AAP inh -1, IMP-1 inhibitor -2.6, IDE inh 1, VIM-2 inh -1.2 and GPR7 antagonist 1.
Screening CC(NC(=O)c1ccccc1Br)c1nnc(SCC(=O)NC2=NCCS2)n1C (stereo not drawn) returned pCIP destab -1, NALP1 yeast inh 2, IDE act -1, PHOSPHO1 block 32, PfM18AAP inh -5, IMP-1 inhibitor -0.7, IDE inh 0, VIM-2 inh -0.6 and GPR7 antagonist -14.
O=C(CSCc1ccccc1)N1CCN(c2ccccc2)CC1 was read as pCIP destab 5, NALP1 yeast inh 31, IDE act -5, PHOSPHO1 block 2, PfM18AAP inh 2, IMP-1 inhibitor -4.3, IDE inh 10, VIM-2 inh -2.2 and GPR7 antagonist 4.
`Cc1cc(C)n(C(=O)C2CCCN2S(=O)(=O)c2ccc(Cl)cc2)n1` (stereo not drawn) gave pCIP destab -2, NALP1 yeast inh 5, IDE act 4, PHOSPHO1 block 8, PfM18AAP inh 6, IMP-1 inhibitor -2.8, IDE inh 1, VIM-2 inh -2.2 and GPR7 antagonist -17.
For O=C(O)c1nn(-c2ccccc2-c2n[nH]c(=O)[nH]c2=O)c(=O)[nH]c1=O the results were pCIP destab -5, NALP1 yeast inh -12, PHOSPHO1 block -8, PfM18AAP inh -2, IMP-1 inhibitor 0.1, IDE inh 5, VIM-2 inh 0.7 and GPR7 antagonist 8.
O=c1[nH]c2cc(Cl)ccc2n(CCNc2ncc(C(F)(F)F)cc2Cl)c1=O was read as pCIP destab -3, NALP1 yeast inh 2, IDE act -1, PHOSPHO1 block 42, PfM18AAP inh -1, IMP-1 inhibitor -1.8, IDE inh -9, VIM-2 inh -1.6 and GPR7 antagonist 1.
Screening COc1ccc(NC(=O)C(OC(=O)c2cnccn2)c2ccccc2)cc1Cl (stereo not drawn) returned pCIP destab -12, NALP1 yeast inh 8, IDE act 9, PHOSPHO1 block 9, PfM18AAP inh -9, IMP-1 inhibitor -4.6, IDE inh 7, VIM-2 inh -2.1 and GPR7 antagonist 32*.
For CCOC(=O)C1=C(C)NC(=S)NC1c1ccc(C)s1 (stereo not drawn) the results were pCIP destab -7, NALP1 yeast inh -12, IDE act -1, PHOSPHO1 block 34, PfM18AAP inh 2, IMP-1 inhibitor -3.4, IDE inh 5, VIM-2 inh -2.1 and GPR7 antagonist -7.
`NC(=O)C1CCN(C(=O)/C=C/c2ccccc2[N+](=O)[O-])CC1` gave pCIP destab 5, NALP1 yeast inh 0, IDE act 2, PHOSPHO1 block 28, PfM18AAP inh 1, IMP-1 inhibitor -0.9, IDE inh -4, VIM-2 inh -1.4 and GPR7 antagonist -12.
Cc1ccc(C(=O)NNC(=O)Cn2nnc3ccccc32)cc1 was read as pCIP destab -13, NALP1 yeast inh -11, IDE act -5, PHOSPHO1 block 16, PfM18AAP inh 0, IMP-1 inhibitor -2.0, IDE inh 3, VIM-2 inh -2.3 and GPR7 antagonist -17.
Screening O=S(=O)(c1ccc(F)cc1)N1CC2CCCN2c2ccc(C(F)(F)F)cc21 (stereo not drawn) returned pCIP destab -7, NALP1 yeast inh -10, IDE act -4, PHOSPHO1 block 0, PfM18AAP inh 3, IMP-1 inhibitor -3.5, IDE inh 1, VIM-2 inh 0.6 and GPR7 antagonist -12.
